Screening results (PubChem)
CHRM4 agonist: CHRM4 agonism in calcium assay; P08173; CHO-K1 hM4/Gqi5, Fluo-8 calcium fluorescence; vehicle 0%, full acetylcholine response 100%; activation, % at 3 µM; 360,000 compounds, 0.14% hits; AID 624127;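 active means activation above the run mean over all test wells plus 3 SD, cut at about 32% in these data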;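 further: peak over basal fluorescence ratio per well then scaled between controls; 0% = DMSO wells and 100% = acetylcholine at EC100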
Target sequence (P08173 whole entry, looked up): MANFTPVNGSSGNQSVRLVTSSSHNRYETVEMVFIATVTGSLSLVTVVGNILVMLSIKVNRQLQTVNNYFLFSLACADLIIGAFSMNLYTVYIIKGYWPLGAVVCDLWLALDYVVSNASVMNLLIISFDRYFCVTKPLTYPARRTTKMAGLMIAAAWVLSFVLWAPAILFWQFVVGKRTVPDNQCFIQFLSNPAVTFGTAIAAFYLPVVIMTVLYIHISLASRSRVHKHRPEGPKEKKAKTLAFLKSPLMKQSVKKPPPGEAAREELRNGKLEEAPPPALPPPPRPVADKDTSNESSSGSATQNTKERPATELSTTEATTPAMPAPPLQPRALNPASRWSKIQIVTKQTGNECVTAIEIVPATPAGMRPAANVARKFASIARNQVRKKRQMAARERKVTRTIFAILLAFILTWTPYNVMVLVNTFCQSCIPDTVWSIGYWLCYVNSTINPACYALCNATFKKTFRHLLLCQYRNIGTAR
M1 antag: antagonists of human M1 muscarinic receptor | P11229 | CHO-K1 hM1, Fluo-8 calcium fluorescence, ACh EC80 antagonist | inhibition, % at 3 µM | 360,000 compounds, 1.3% hits | AID 588852;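 active means percent inhibition above its own plate's cutoff, namely the mean of that plate's compound wells plus 3 SD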;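 further: peak over basal fluorescence ratio during 140 s after agonist addition; 0% = ACh EC80 plus DMSO and 100% = DMSO alone without agonist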
CHO-K1 Ca antag: counter-screen for M1 antagonists: effect in parental CHO-K1 cells. ATP-induced calcium, Fluo-8 fluorescence. inhibition, % at 3 µM. 360,000 compounds, 0.6% hits. AID 602250;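 active means inhibition above a per-plate cutoff, the plate's mean sample inhibition plus 3 SD, cut at about 24% in these data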;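 further: 0% = DMSO plus EC80 ATP and 100% = DMSO alone without ATP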
CHRM4 antagonist: blocks acetylcholine activation of human M4 receptor. P08173. CHO-hM4 cells, ACh EC80, Fluo-8 calcium fluorescence. inhibition, % at 3 µM. 360,000 compounds, 0.73% hits;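 active means inhibition above its plate's cutoff, the mean inhibition of sample wells plus 3 SD, cut at about 27% in these data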;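 further: 0% = acetylcholine EC80 with DMSO and 100% = DMSO without agonist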
OXTR potentiate: human OXTR potentiation; CHO-OTR cells, Fluo-8 calcium fluorescence, potentiator mode; 0% = oxytocin EC15, 100% = EC100; activation, % at 3 µM; 320,000 compounds, 0.061% hits;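 active means activation above that plate's cutoff, the mean activation of tested compounds plus 3 SD, cut at about 6.6% in these data, passing the limit was not always enough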;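 further: 100% uses oxytocin at 75 nM as the full agonist control; some results filed as inactive read as strong as hits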
Target sequence (P30559 whole entry, looked up): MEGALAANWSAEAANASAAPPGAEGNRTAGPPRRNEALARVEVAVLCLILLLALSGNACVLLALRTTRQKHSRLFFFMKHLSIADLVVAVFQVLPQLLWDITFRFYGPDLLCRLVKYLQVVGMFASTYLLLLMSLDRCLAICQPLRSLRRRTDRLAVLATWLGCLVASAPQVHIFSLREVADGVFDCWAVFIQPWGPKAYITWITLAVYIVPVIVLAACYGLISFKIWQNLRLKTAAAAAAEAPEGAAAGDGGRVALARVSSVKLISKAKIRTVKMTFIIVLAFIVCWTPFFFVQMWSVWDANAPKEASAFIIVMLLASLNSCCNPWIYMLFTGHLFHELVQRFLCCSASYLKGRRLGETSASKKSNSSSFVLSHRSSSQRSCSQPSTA
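Measured by – Fluo-8 calcium dye fluorescence · Test system – human OTR in CHO cells · Dosing – one concentration, 3.0 µM compound · Controls – EC15 oxytocin alone as 0%, 75 nM oxytocin as 100% · Evaluation – normalized max/min fluorescence ratio, % activation · Timing – 6 min pre-incubation, 100 s read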
M1 PAM: human CHRM1 positive allosteric modulation. CHO-K1 hM1, Fluo-8 calcium fluorescence, ACh EC20; 0% = ACh EC20, 100% = maximal ACh. activation, % at 3 µM. 360,000 compounds, 0.088% hits. AID 588819; in the data active means activation above about 19%, passing the limit was not always enough
CHO-K1 Ca ag: counter-screen for M1 agonists: effect in parental CHO-K1 cells; 360,000 compounds, 0.48% hits; Fluo-8 calcium fluorescence; scaled to maximal ATP response, vehicle zero; activation, % at 3 µM; in the data active means activation above about 15%;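 further: untransfected CHO-K1 host cells lacking M1 receptor as counterscreen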
CHO parental Ca: signal in parental CHO cells, OX1R antagonist counter-screen; inhibition, % at 5.6 µM; parental CHO-K1, ATP-induced calcium, Fluo-8 fluorescence; 330,000 compounds, 0.63% hits;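 active means inhibition above that plate's mean sample inhibition plus 3 SD, cut at about 26% in these data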;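 further: 0% = ATP-challenged DMSO wells and 100% = DMSO wells without ATP; some compounds past the cut are filed as inactive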
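Test system: untransfected parental CHO cell line. Compound: one dose, 5.6 µM nominal. Detection: intracellular calcium via Fluo-8 no-wash fluorescent dye. Measure: % inhibition. Benchmarks: ATP-challenged DMSO wells low, unchallenged DMSO wells high.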
M1 ag: activates human CHRM1 receptor | CHO-K1 hM1, Fluo-8 calcium fluorescence, agonist mode; 0% DMSO, 100% acetylcholine EC100 | activation, % at 3 µM | 360,000 compounds, 0.33% hits | AID 588814;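 active means activation above the run's mean compound activation plus 3 SD, cut at about 16% in these data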;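 further: peak over basal fluorescence ratio within a 140 s kinetic read after compound addition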
Starred values were filed as active, the others as inactive; . = no result given.

cpd | mol | M1 PAM | CHO-K1 Ca ag | CHRM4 agonist | CHO parental Ca | CHO-K1 Ca antag | OXTR potentiate | M1 antag | CHRM4 antagonist | M1 ag
1 | CCOC(=O)N1CCN(C(=S)NC(=O)c2cc(Br)ccc2Cl)CC1 | 7 | 0.1 | -2 | -6 | -13 | -10 | -4 | 2 | 6
2 | Cc1cccc(-n2cnc3cc(C(=O)NCCN4CCOCC4)ccc32)c1 | 7 | 0.8 | 3 | . | -12 | . | -21 | -9 | -6
3 | O=C(Cn1nc(Cl)nc1Cl)c1ccccc1 | 13 | 0.8 | 1 | 8 | -7 | -8 | -16 | -12 | -2
4 | COC(=O)C1=C(C)NC2=C(C(=O)CCC2)C1c1coc2ccccc2c1=O (stereo not given) | 4 | 0.2 | 1 | -9 | -11 | -12 | -5 | 5 | -6
5 | CN(C)S(=O)(=O)c1ccc(NC(=O)COC(=O)CC2CC3CCC2C3)cc1 (stereo not given) | 7 | 2.4 | 4 | 4 | -19 | -8 | -12 | 6 | -1
6 | CNC(=S)N(CCCO)Cc1cc2cc3c(cc2[nH]c1=O)OCO3 | 21 | -0.5 | 0 | 7 | -4 | -13 | -14 | 4 | -1
7 | COCCNC(=O)COC(=O)CSCc1nc2ccccc2s1 | 6 | -0.3 | 0 | -11 | 13 | -6 | -1 | 7 | -2
8 | CCOc1ccccc1NC(=O)CSc1nnc(Cc2cccn2C)n1-c1ccc(F)cc1 | 14 | -0.4 | 0 | 4 | 3 | -9 | -21 | -6 | 2
9 | Cn1cc(Cl)c(C(=O)Nc2nc3ccccc3s2)n1 | -3 | -0.4 | 1 | -11 | 0 | 1 | 3 | 8 | -3
10 | Cc1cc(NC(=O)c2cccc(Cl)c2)n[nH]1 | -13 | -0.4 | 0 | -12 | 21 | -3 | 25 | -2 | -3
11 | Cc1ccc(NC2CCCN(C(=O)c3ccnc(Cl)c3)C2)cc1C (stereo not given) | 2 | 0.0 | -1 | -1 | -17 | -17 | -5 | -4 | 0
12 | Cc1cc(C)c[n+](-c2[nH]c(=O)sc2/C=N/N=C(\N)[S-])c1 | 8 | 0.5 | 1 | -3 | -13 | -9 | -2 | 1 | 4
13 | CCc1ccc(C(=O)Nc2cc(C)on2)o1 | 6 | -0.3 | 0 | 5 | -10 | -9 | 3 | -1 | -4
14 | N#CC(C#N)=c1ccc2c(c1)NC1(CCCCC1)N=2 | 6 | 1.8 | 3 | -8 | -11 | -16 | -11 | -14 | -1
15 | CN(C1CCCCC1)S(=O)(=O)c1ccc(SCC(=O)C(C)(C)C)nc1 | -11 | 1.7 | 9 | -14 | -23 | -11 | 11 | -6 | -3
16 | CCOC(=O)c1c(C)[nH]c(N=Nc2cccc(OC)c2)c1C | 9 | 0.3 | -2 | -38 | -15 | -10 | -12 | 5 | -8
17 | CCCCNC(=O)c1cc(-c2ccc(OC)c(OC)c2)on1 | 11 | -0.2 | 1 | -11 | -8 | -4 | -19 | -21 | -7
18 | CCCc1cc(=O)oc2c(C)c(OCc3nn[nH]n3)ccc12 | 6 | 0.1 | 0 | 4 | -12 | -5 | -7 | -15 | -2
19 | CCOC(=O)CN1C(=O)C(=O)N(Cc2cccc(C)c2)C1=O | 4 | 1.4 | 1 | -4 | 3 | -9 | -2 | 3 | -8
20 | COc1ccccc1C1=CC(=O)CCC1 | 6 | -0.3 | 0 | -4 | 3 | 2 | -7 | -5 | -5

Overlap with the part before: two compounds, then new ones.
cpd | mol | M1 PAM | CHO-K1 Ca ag | CHRM4 agonist | CHO parental Ca | CHO-K1 Ca antag | OXTR potentiate | M1 antag | CHRM4 antagonist | M1 ag
19 | CCOC(=O)CN1C(=O)C(=O)N(Cc2cccc(C)c2)C1=O | 4 | 1.4 | 1 | -4 | 3 | -9 | -2 | 3 | -8
20 | COc1ccccc1C1=CC(=O)CCC1 | 6 | -0.3 | 0 | -4 | 3 | 2 | -7 | -5 | -5
21 | O=C(NCCc1ccccc1)c1cccc2c1C(=O)c1ccc(N3CCOCC3)cc1S2(=O)=O | 5 | 2.7 | 9 | -9 | -21 | -3 | -2 | 0 | 0
22 | Cc1ccc(-c2nc(C(=O)NCCCN3CCOCC3)cc3c2[nH]c2ccccc23)cc1 | 4 | 1.4 | 4 | -29 | -3 | 6 | -11 | -10 | -7
23 | CCN(CC)C(=O)Oc1ccc2c(=O)c(-c3ccc(OC)cc3)coc2c1 | -18 | 5.1 | 7 | -12 | -35 | -11 | 9 | -1 | -6
24 | CCOC(=O)CN1C(=O)S/C(=C/c2ccc(C)o2)C1=O | 5 | 2.4 | 1 | -3 | -14 | -6 | -12 | -3 | -1
25 | O=C(COC(=O)CNS(=O)(=O)c1cccc(F)c1)NCCc1ccccc1 | 2 | 1.2 | 2 | . | -1 | . | 1 | -5 | -1
26 | NC(=O)c1c(NC(=O)CN2C(=O)NC(Cc3ccccc3)C2=O)sc2c1CCC2 (stereo not given) | 0 | 0.8 | 2 | -10 | -25 | -1 | 3 | 4 | -4
27 | CCOc1ccc(-n2c(SCC(=O)N3CCc4ccccc43)nnc2-c2c[nH]c3ccccc23)cc1 | 14 | 0.6 | 2 | -2 | -4 | -3 | -17 | 5 | -1
28 | COC(=O)c1cc(S(=O)(=O)N2CCN(c3ccccc3)CC2)c[nH]1 | 1 | 1.4 | 3 | 0 | -5 | -7 | -8 | -2 | 0
29 | O=C(Nc1ccc(F)cc1)c1ccc(C(=O)N2CCOCC2)cc1 | 4 | 0.6 | 0 | -14 | -5 | -1 | 3 | 2 | -4
30 | CCN=C1SC(CC(=O)Nc2ccc(N3CCOCC3)cc2)C(=O)N1CC (stereo not given) | -2 | 3.8 | 10 | -2 | 2 | -21 | 8 | -1 | -1
31 | O=C(Cc1ccc(S(=O)(=O)N2CCOCC2)s1)N1CCN(S(=O)(=O)c2ccccc2[N+](=O)[O-])CC1 | -15 | 3.2 | 8 | . | -7 | . | 32* | 9 | -4
32 | Cc1c(CNC2CCCC(C)C2C)c(C(=O)O)c(C)n1Cc1ccccc1 (stereo not given) | -4 | -0.2 | 0 | 1 | 2 | -2 | 3 | 10 | -8
33 | COc1ccc(/C=N\NC(=O)c2ccccc2Cl)cc1COc1c(F)c(F)c(F)c(F)c1F | 3 | 1.4 | -1 | -11 | -19 | -6 | -10 | 2 | -6
34 | CCCS(=O)(=O)N1CCCC(c2nc(-c3cccc(OC)c3)no2)C1 (stereo not given) | 3 | 1.1 | 1 | -25 | -11 | -5 | 0 | 3 | -3
35 | CC(NC(=O)Cc1cccs1)c1ccc2c(c1)OCO2 (stereo not given) | 10 | -0.3 | 0 | -13 | -1 | -3 | -7 | 9 | -6
36 | CCCN1CCN(C(=O)CN2C(=O)CC(C)(C)S(=O)(=O)c3ccccc32)CC1 | 7 | 0.4 | 1 | -5 | -9 | -3 | -14 | 2 | -4
37 | COc1ccc(-c2csc(NC3OC(=O)c4c3ccc(OC)c4OC)n2)cc1OC (stereo not given) | 9 | -0.1 | 1 | -3 | 0 | 1 | -10 | 10 | -5
38 | Cc1cc(C(=O)C(C)Cl)c(C)n1Cc1ccco1 (stereo not given) | 4 | 0.0 | 1 | -21 | -2 | 4 | 1 | 0 | 0
39 | COc1ccc(Cc2nnc(NC(=O)C3CCCO3)s2)cc1OC (stereo not given) | 5 | 0.3 | 0 | -2 | -4 | -19 | -12 | -3 | -3
40 | Nc1ccc(S(=O)(=O)Nc2nccc(/C=C/c3ccc(Cl)cc3Cl)n2)cc1 | 7 | 0.7 | 0 | 4 | -12 | -3 | -8 | 2 | -3
41 | N#CC[n+]1cc(-c2ccc(Cl)cc2)n2c1CCC2 | -11 | -0.1 | 1 | -7 | -19 | -3 | 13 | 9 | -14
42 | Cc1cc2c(cc1S(=O)(=O)Nc1ccc(OC(F)(F)F)cc1)OCC(=O)N2 | -2 | 3.8 | 6 | -5 | -15 | -13 | 11 | -11 | -1
43 | O=C(CCCN1C(=O)C2CC=CCC2C1=O)Nc1ccccc1Cl (stereo not given) | -4 | 0.1 | 2 | -14 | -8 | -8 | 18 | -1 | -1
44 | C=C1CCC2C(C)(C)[C@H](O)CC[C@@]2(C)[C@@H]1COc1cc(=O)oc2ccccc12 (stereo not given in full) | 0 | 0.5 | 10 | -32 | -13 | -6 | 12 | -1 | 0
45 | CC(NCc1ccc(F)cc1)C(=O)Nc1cc(S(=O)(=O)N2CCCCC2)ccc1Cl (stereo not given) | 2 | 3.6 | 5 | -22 | -9 | -1 | -1 | -23 | -5
46 | N#Cc1cn(OCc2ccccc2)c(=O)[nH]c1=O | 10 | 0.1 | 1 | 0 | -5 | 5 | -7 | 2 | -2
47 | O=C(Nc1nc2ccsc2c(=O)s1)c1ccc(F)cc1Cl | 11 | 0.3 | 1 | 10 | -3 | 3 | -11 | -4 | 0
48 | CCC(C)NCC(=O)Nc1ccc([N+](=O)[O-])cc1C(=O)Nc1ccccc1F (stereo not given) | 0 | 2.1 | 6 | -15 | -2 | -5 | -2 | 7 | -2
49 | Cc1c(C(=O)N2CCC(C)(C(=O)NS(=O)(=O)C3CC3)C2)oc2ccccc12 (stereo not given) | 12 | 0.7 | 1 | . | -6 | . | -11 | -8 | 2
50 | O=c1c2[nH]c3ccc(F)cc3c2ncn1CCN1CCOCC1 | 7 | -0.1 | 1 | -5 | 2 | -12 | 5 | 5 | -1
51 | O=C(NCCCCc1ccccc1)Nc1cccc(F)c1 | -7 | 8.2 | 12 | 24 | 3 | -14 | 12 | 3 | 0
52 | CCOC(=O)Cc1ccc(Nc2nc(NCCOC)nc3ccsc23)cc1 | -30 | 5.3 | 11 | . | -2 | . | 42* | 15 | -5
53 | COc1ccc(N2CC(C(=O)Nc3nnc(SCC(=O)NC(C)(C)C)s3)CC2=O)cc1 (stereo not given) | 9 | 0.0 | 0 | -12 | -5 | 8 | -14 | 0 | -1
54 | Cc1ccc(NC(=O)CSc2nc(C)c(C)c(C)n2)c([N+](=O)[O-])c1 | 0 | 0.4 | 2 | -9 | -5 | -7 | -7 | 6 | -14
55 | COC(=O)c1ccc(C2/C(=C(\O)c3ccc4c(c3)OCCO4)C(=O)C(=O)N2c2nnc(C)s2)cc1 (stereo not given) | 6 | 0.9 | 1 | -11 | -14 | 5 | -9 | 0 | -1
56 | O=C(COc1ccc(Cl)cc1)NCCSc1ccccc1 | 3 | 1.2 | 0 | -11 | -15 | -6 | -8 | 4 | -4
57 | Cc1ccsc1C(=O)OCC(=O)N1CCN(c2ccccc2)CC1 | 2 | 1.2 | 2 | -13 | -4 | 4 | 5 | 0 | -1
58 | CC(C)(C)C1CCN2CCC[C@](c3ccccc3)(C1)[C@@]21CO1 (stereo not given in full) | . | 0.1 | 0 | . | -12 | . | . | 3 | .
59 | CCOC(=O)[C@]12CCC=C1N(Cc1ccc(Cl)cc1Cl)C(=O)[C@H](CC(=O)NCc1ccc(C)o1)C2 | . | 0.6 | -1 | . | -19 | . | . | -16 | .
60 | C=CCc1c(C)nc(-c2ccccc2)nc1N/N=C(\C)c1ccc(N)cc1 | 6 | 0.3 | -1 | -20 | -18 | -3 | -10 | -6 | -8
61 | Cc1c(N=Cc2ccc(Cl)o2)c(=O)n(-c2ccccc2)n1C | 9 | 1.4 | 0 | 0 | -14 | 1 | -7 | 8 | -7
